RGS8-Gao: modulates binding of RGS8 to human Galphao. P09471. multiplexed bead flow cytometry; actives lie on both sides. response (percent of control binding), % at 10 µM. 220,000 tested, 0.34% active; in the data active = response below about 60% or above about 140%; inactive = in between;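 also: Galphao activated as the GDP aluminium fluoride complex binding bead-coupled RGS8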
Bcl-2 Bim block: inhibitors of Bim-Bcl-2 interaction, human. inhibition, % at 10 µM. 190,000 tested, 0.06% active. AID 950. Bead-based flow cytometry, Bim peptide-Bcl-2 binding; in the data active = inhibition above about 40%; inconclusive = no clear call, values can overlap the other calls;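 also: 0% = no compound wells with probe peptide and 100% = reference peptide inhibitor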
Target sequence (P10415 whole entry, looked up): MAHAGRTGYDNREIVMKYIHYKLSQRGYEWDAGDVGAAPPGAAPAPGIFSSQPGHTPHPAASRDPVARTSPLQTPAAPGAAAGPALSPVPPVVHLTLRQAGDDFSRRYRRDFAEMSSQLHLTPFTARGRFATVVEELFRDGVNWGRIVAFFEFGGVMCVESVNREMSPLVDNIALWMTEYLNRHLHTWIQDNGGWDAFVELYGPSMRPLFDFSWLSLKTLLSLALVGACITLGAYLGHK
Mcl1 Bid PPI: disrupts binding of human Mcl-1 to Bid peptide | TR-FRET Mcl-1/Bid-Dy647 peptide binding, 1536-well | inhibition, % at 21.7 µM | 220,000 tested, 0.97% active | Q07820 | AID 1021;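 active = compounds that cut the binding signal by more than half at the single screening dose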;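 also: His-tagged Mcl-1 with europium anti-His antibody binding Bid BH3 peptide; 0% = Mcl-1 plus peptide wells and 100% = peptide-only wells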
Target sequence (Q07820 whole entry, looked up): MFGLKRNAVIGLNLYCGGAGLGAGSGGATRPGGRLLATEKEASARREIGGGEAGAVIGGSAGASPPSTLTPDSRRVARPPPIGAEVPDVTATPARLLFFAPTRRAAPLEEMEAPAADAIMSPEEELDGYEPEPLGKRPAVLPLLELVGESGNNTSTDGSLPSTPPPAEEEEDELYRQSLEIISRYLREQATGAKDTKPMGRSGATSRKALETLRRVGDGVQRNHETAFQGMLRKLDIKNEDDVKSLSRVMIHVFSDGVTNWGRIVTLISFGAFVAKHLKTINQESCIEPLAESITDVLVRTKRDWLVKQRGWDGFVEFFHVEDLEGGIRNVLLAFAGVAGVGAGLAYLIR
RGS4-Gao reg: modulates binding of RGS4 to human Galphao; Multiplexed bead flow cytometry; actives lie on both sides; 220,000 tested, 0.33% active; P09471; AID 1415; binding response (% of control), % at 10 µM; in the data active = binding response below about 49% or above about 150%; inactive = in between;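 also: fluorescent Galphao activated with aluminum fluoride binding bead-coupled RGS4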
GSH fluor: GSH bead compound fluorescence profile. GSH beads flow cytometry, compound fluorescence 488/530 nm; active compounds read high. fluorescence (KMESF) at 10 µM. 190,000 tested, 0.25% active; in the data active = fluorescence above about 89;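 also: glutathione beads carrying GST-tagged Bcl family fusion proteins plus one bare bead set; values are compound well signal with DMSO vehicle wells as background; inactives centre near 16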
Bim-Bcl-B: inhibitors of Bim-Bcl-B interaction, human; Q9HD36; bead-based flow cytometry, Bim peptide-Bcl-B binding; inhibition, % at 10 µM; 190,000 tested, 0.073% active; AID 951;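 also: 0% = tracer peptide without compound and 100% = reference inhibitor peptide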
Target sequence (Q9HD36 whole entry, looked up): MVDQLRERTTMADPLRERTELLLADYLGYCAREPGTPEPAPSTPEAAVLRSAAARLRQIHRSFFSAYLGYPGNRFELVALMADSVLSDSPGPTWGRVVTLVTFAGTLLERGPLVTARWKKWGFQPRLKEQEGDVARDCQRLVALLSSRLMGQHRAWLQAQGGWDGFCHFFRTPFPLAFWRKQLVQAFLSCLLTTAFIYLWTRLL
Bim-Bcl-XL: human Bim-Bcl-XL interaction inhibition | Bim peptide-Bcl-XL binding, bead flow cytometry, fluorescence | inhibition, % at 10 µM | 190,000 tested, 0.04% active | AID 1007
Target sequence (Q07817 whole entry, looked up): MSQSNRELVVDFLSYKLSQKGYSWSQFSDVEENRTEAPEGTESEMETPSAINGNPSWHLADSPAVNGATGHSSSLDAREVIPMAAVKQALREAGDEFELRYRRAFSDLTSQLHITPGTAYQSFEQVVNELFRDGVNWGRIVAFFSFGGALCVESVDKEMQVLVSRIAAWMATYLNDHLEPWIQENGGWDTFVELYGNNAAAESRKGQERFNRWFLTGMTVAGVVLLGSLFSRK
RGS7-Gao: modulates binding of RGS7 to human Galphao; Multiplexed bead flow cytometry; actives lie on both sides; binding response (% of control), % at 10 µM; 220,000 tested, 0.35% active; AID 1439; in the data active = binding response below about 49% or above about 150%; inconclusive = no clear call, values can overlap the other calls; inactive = in between;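 also: fluorescent Galphao held in activated GDP-AlF4 state binding bead-coupled RGS7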
Bim-Bfl-1: disrupts Bim binding to human Bfl-1; Bead-based flow cytometry, Bim-Bfl-1 binding inhibition; 190,000 tested, 0.12% active; inhibition, % at 10 µM;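 also: 0% = wells without compound plus tracer and 100% = blocker peptide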
Bim-Mcl-1: inhibitors of Bim-Mcl-1 interaction, human; Bead-based flow cytometry, Bim peptide-Mcl-1 binding; inhibition, % at 10 µM; 190,000 tested, 0.1% active; Q07820; AID 1009;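 also: 0% = no compound tracer wells and 100% = peptide blocker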
Bim-Bcl-W: disrupts Bim peptide binding to human Bcl-W | bead-based flow cytometry | inhibition, % at 10 µM | Q92843 | 190,000 tested, 0.02% active;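 also: 0% = bound tracer without compound and 100% = peptide blocker; higher means less fluorescent Bim peptide bound to Bcl-W beads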
Active calls of the source: *; ? = inconclusive. Rule as the data show it, unless noted: active = inhibition above about 40%.

SMILES | RGS8-Gao | Bcl-2 Bim block | Mcl1 Bid PPI | RGS4-Gao reg | GSH fluor | Bim-Bcl-B | Bim-Bcl-XL | RGS7-Gao | Bim-Bfl-1 | Bim-Mcl-1 | Bim-Bcl-W
COc1cccc(NC(=O)c2oc3ccccc3c2NC(=O)c2ccc3c(c2)OCO3)c1 | 100 | -4 | -6 | 96 | 21 | -4 | -2 | 101 | -4 | -4 | -2
CN1C(=O)NC(NC(=O)C2CCCCC2)(C(F)(F)F)C1=O (stereo not drawn) | 98 | -7 | -8 | 100 | 24 | -5 | -6 | 98 | -10 | -2 | -2
O=c1oc2cc(Oc3ccc(C(F)(F)F)cc3[N+](=O)[O-])ccc2c2c1CCCC2 | 102 | -1 | -2 | 98 | 17 | -1 | -5 | 98 | -5 | 0 | -2
Clc1ccc(Cn2nnc(-c3ccccc3)n2)cc1 | 104 | 11 | 8 | 102 | 19 | -4 | -3 | 104 | 1 | -3 | -4
CCNc1nc2ccccc2[nH]1 | 118 | -3 | -65 | 103 | 16 | -1 | 0 | 104 | 3 | -1 | -3
Cc1ccn(CC(C)C(=O)O)n1 (stereo not drawn) | 99 | -5 | -32 | 103 | 10 | -6 | -1 | 102 | -5 | -1 | -2
CCOC(=O)c1c2ccc(OCC(=O)N/N=C/c3ccc(C)cc3)cc2n2ccccc12 | 103 | 0 | 73* | 98 | 13 | -13 | 0 | 97 | 3 | 0 | 2
Cc1cc(C(=O)Nc2ccon2)c(C)o1 | 103 | -5 | -21 | 104 | 16 | -5 | -1 | ? | -3 | -1 | -1
CC(=O)Nc1ccc(-c2nnc(SCc3ccccc3C#N)n2C)cc1 | 103 | -9 | 3 | 107 | 25 | -9 | -6 | 104 | -15 | 0 | -2
CC(=O)Nc1ccc(C(=O)Nc2nc(-c3ccccn3)cs2)cc1 | 96 | 3 | -30 | 98 | 9 | 4 | 1 | ? | 6 | -2 | 2
COc1ccc(N2C(=O)C(CC(=O)Nc3ccc(F)cc3)N(CCc3cccs3)C2=O)cc1 (stereo not drawn) | 86 | -2 | -12 | 96 | 13 | -5 | -5 | 96 | -3 | -2 | -3
CCn1c(=O)c(C(C)=O)nc2ccccc21 | 100 | 1 | 17 | 104 | 26 | -5 | -1 | 101 | -1 | -4 | -1

Part of the list above, with two lines to a compound.
Sequence of screens – RGS8-Gao, Bcl-2 Bim block, Mcl1 Bid PPI, RGS4-Gao reg, GSH fluor, Bim-Bcl-B, Bim-Bcl-XL, RGS7-Gao, Bim-Bfl-1, Bim-Mcl-1, Bim-Bcl-W
Cc1ccn(CC(C)C(=O)O)n1 (stereo not drawn)
    99, -5, -32, 103, 10, -6, -1, 102, -5, -1, -2
CCOC(=O)c1c2ccc(OCC(=O)N/N=C/c3ccc(C)cc3)cc2n2ccccc12
    103, 0, 73*, 98, 13, -13, 0, 97, 3, 0, 2
Cc1cc(C(=O)Nc2ccon2)c(C)o1
    103, -5, -21, 104, 16, -5, -1, ?, -3, -1, -1
CC(=O)Nc1ccc(-c2nnc(SCc3ccccc3C#N)n2C)cc1
    103, -9, 3, 107, 25, -9, -6, 104, -15, 0, -2

Next compounds:
SMILES | RGS8-Gao | Bcl-2 Bim block | Mcl1 Bid PPI | RGS4-Gao reg | GSH fluor | Bim-Bcl-B | Bim-Bcl-XL | RGS7-Gao | Bim-Bfl-1 | Bim-Mcl-1 | Bim-Bcl-W
O=C(N/N=C1/CCS(=O)(=O)c2ccc(F)cc21)c1ccccn1 | 102 | 1 | -45 | 101 | 11 | 0 | -2 | ? | -1 | 1 | 0
Oc1cc(-c2ccccc2)c2ccccc2c1 | 97 | 0 | -3 | 95 | 3 | -4 | -2 | 96 | 0 | -4 | -1
COC(=O)CNC(=O)C(Cc1c[nH]c2ccccc12)NC(=O)OC(C)(C)C (stereo not drawn) | 98 | 1 | -78 | 103 | 14 | 4 | 2 | 102 | 0 | 0 | 0
COC(=O)C1=C(C)NC(C)=C(C(=O)OC)C1C(=O)OCC(=O)Nc1ccc(C(C)=O)cc1 | 100 | -1 | -18 | 100 | 10 | -3 | -2 | 102 | -3 | -1 | -5
O=C(CCCN1C(=O)c2ccccc2C1=O)Oc1ccc(F)cc1 | 104 | 1 | -11 | 99 | 16 | 0 | 1 | 103 | 1 | -2 | 0
COc1cc(NC(=O)C23CC4CC(C2)CC(n2nnc(C)n2)(C4)C3)c(OC)cc1Cl | 106 | -1 | -6 | 108 | 17 | 0 | 0 | 103 | -17 | 4 | 1
CS(=O)(=O)N(Cc1ccccc1)c1ccc(C(=O)NN=C2CCCCCC2)cc1 | 103 | -4 | 4 | 100 | 15 | -5 | -8 | 101 | -2 | -7 | -6
O=C(CSc1nc2ccccc2o1)NC(=O)NCc1ccccc1 | 101 | -5 | -10 | 102 | 12 | -4 | -4 | 101 | -4 | -5 | -7
O=c1c2c3c(sc2n(CCN2CCCCC2)c(=O)n1Cc1ccco1)CCCCC3 | 110 | -10 | -4 | 106 | 36 | -8 | -11 | 105 | -11 | -5 | -6
CC(Oc1ccc(Br)cc1)C(=O)Nn1c(=S)[nH]c2ncccc2c1=O (stereo not drawn) | 105 | -1 | -43 | 99 | 10 | -4 | -5 | 98 | 0 | -5 | -2
CCn1c(O)c(C=NCc2cccs2)c(=O)n(CC)c1=S | 103 | -7 | 5 | 101 | 58 | -7 | 2 | 98 | -11 | 0 | 1
CN(CCC1CCOCC1)C(=O)CC1C(=O)NCCN1C/C=C/c1ccccc1 (stereo not drawn) | 104 | 1 | -42 | 101 | 18 | -1 | 0 | 103 | -5 | 0 | 3
CCOC(=O)Cc1csc(NC(=O)CSc2ncnc3c2cnn3-c2ccc(OC)cc2)n1 | 100 | -7 | 11 | 95 | 22 | -2 | 0 | 96 | -3 | 0 | 0
O=C(COC(=O)c1ccc(S(=O)(=O)N2CCCC2)cc1)NCc1ccc(F)cc1 | 100 | -3 | -12 | 101 | 16 | 0 | -2 | 101 | 0 | -3 | 0
O=C(Cc1c(F)cccc1Cl)NC1=NCCS1 | 103 | 0 | -7 | 103 | 21 | -1 | 0 | 105 | -5 | 0 | 0
Cc1nn(C(=O)c2nn(C)cc2[N+](=O)[O-])c(C)c1Br | 93 | -5 | 3 | 90 | 13 | -4 | -1 | 92 | -4 | 0 | 0
Oc1ccc(-c2n[nH]c(C(F)(F)F)c2-c2ccccc2)c(O)c1 | 96 | -5 | -4 | 96 | 11 | -5 | -7 | 100 | -8 | -5 | -2
CC(C)Sc1nc2c(c(=O)n1C)SC(C)C2 (stereo not drawn) | 102 | -4 | -39 | 98 | 12 | -1 | -2 | 102 | -10 | 2 | -3
Cc1cc(NC(=O)CN2C(=O)NC3(CCCCC3)C2=O)no1 | 96 | -4 | -12 | 95 | 9 | -7 | -6 | 95 | -13 | 0 | -3
CCCCC(CC)CNC(=O)Cn1c(=S)[nH]c2ncccc2c1=O (stereo not drawn) | 103 | -3 | -9 | 100 | 12 | -5 | -4 | 101 | -11 | -2 | -4
COc1cccc(CNC(=O)C(C(=O)NCc2cccc(OC)c2)c2ncc(C(F)(F)F)cc2Cl)c1 | 103 | -2 | -8 | 105 | 14 | -5 | -2 | 107 | -3 | -2 | 0
Cc1ccc(N(C(=O)C2CCCC2)C2C=CS(=O)(=O)C2)cc1C (stereo not drawn) | 95 | -8 | -15 | 91 | 29 | -10 | 2 | 95 | -11 | 0 | -4
CC(=O)n1nc(-c2cccnc2)nc1NCc1cccs1 | 98 | -1 | 1 | 99 | 11 | 0 | 0 | 101 | 2 | -5 | -2
Cc1nn(Cc2c(Cl)cccc2Cl)c(C)c1NC(=O)c1cnn2c(C(F)F)cc(-c3ccccc3)nc12 | 96 | 0 | -1 | 94 | 16 | 1 | 0 | 94 | -1 | 0 | -2
C=CCn1c(SCC(=O)c2cccs2)nnc1-c1cccc(OC)c1 | 102 | -3 | -14 | 103 | 21 | -8 | -8 | 102 | -5 | -6 | -1
CCOC(=O)c1ccc[n+](CC(=O)c2ccccc2)c1 | 54* | -5 | -13 | 115 | 14 | -3 | -2 | 113 | -17 | 1 | 0
Oc1ccc2ccccc2c1C=NC12CN3CCN(CN(C3)C1)C2 | 96 | 5 | -16 | 90 | 22 | -2 | 0 | 87 | 19 | 0 | 1
CNC(=O)NC(=O)CSc1nnc(C(F)(F)F)n1C | 102 | -9 | -54 | 100 | 63 | -4 | -4 | 102 | -10 | -1 | 1
NC(Cc1ccc2nonc2c1)C(=O)O (stereo not drawn) | 100 | -15 | 15 | 99 | 24 | -7 | -6 | 98 | -13 | -2 | 0
COc1ccc(OC)c2[nH]c(C(=O)O)cc12 | 101 | 7 | -12 | 99 | 14 | -5 | -1 | 98 | 1 | 0 | -1
COc1ccccc1OC(=O)C1CC(=O)N(c2ccc(Cl)cc2)C1 (stereo not drawn) | 101 | -9 | -16 | 99 | 42 | -13 | -7 | 98 | -11 | -1 | -1
CCOCCCNC(=O)C(NC(=O)c1ccc2c(c1)OCO2)c1ccc(OC)cc1 (stereo not drawn) | 103 | -9 | -17 | 101 | 25 | -7 | -4 | 101 | -14 | -4 | -1
CCOc1ccc(N2C(=O)CN(O)C=C3N=c4ccccc4=C32)cc1 | 97 | -2 | -8 | 93 | 20 | -6 | -4 | 97 | -4 | 2 | 0
Cc1cccc(N2CCN(C(=S)Nc3ccc4nc(N5CCN(C)CC5)cc(C)c4c3)CC2C)c1 (stereo not drawn) | 100 | 0 | -32 | 102 | 14 | -1 | -2 | ? | 9 | -4 | -5
Cc1cc(C(=O)OCC(=O)Nc2cc(C)on2)c2ccccc2n1 | 90 | 0 | -21 | 90 | 22 | -7 | -5 | 92 | -4 | -4 | -1
Cn1c(C(=O)OC(C(=O)NC2CCCCC2)c2cccnc2)cc2sccc21 (stereo not drawn) | 103 | -4 | -6 | 102 | 56 | -3 | -6 | 101 | -3 | 3 | -2
CC(C)N1C(=O)c2ccccc2C1C(=O)NC1CCCCCC1 (stereo not drawn) | 104 | -1 | -6 | 107 | 17 | -5 | -5 | 104 | -8 | 0 | 1
CC(=O)Nc1scc(-c2ccccc2)[n+]1-c1ccc(C)cc1 | 97 | 2 | 14 | 98 | 11 | -1 | 3 | 95 | -3 | 1 | 1
COc1ccc(NC(=O)CSc2nc(C)c3c(c2C#N)CCCC3)cc1 | 109 | -2 | -6 | 110 | 18 | -3 | -6 | 111 | -2 | -5 | -1
Cn1c(Cc2ccccc2)nnc1SCC(=O)Nc1ccccc1 | 106 | -6 | -1 | 105 | 17 | -2 | -9 | 100 | -3 | -3 | -4
Cc1cc(=O)oc(C)c1C(=O)NCCCN1C(C)CCCC1C (stereo not drawn) | 102 | -3 | -26 | 104 | 11 | -5 | -5 | 103 | -12 | 0 | 3
CCN(CC)S(=O)(=O)c1ccc(Oc2cccc(C(C)=O)c2)nc1 | 94 | 0 | -17 | 101 | 17 | -2 | -1 | 101 | -2 | -2 | 1
O=C(COC(=O)c1cccc(C(=O)OCC(=O)NC2CCCCC2)n1)NC1CCCCC1 | 101 | -7 | -18 | 99 | 34 | -9 | -8 | 97 | -11 | 0 | -1
CCN(CC)CCNC(=O)Cn1cnc2sc(C)c(S(=O)(=O)N3CCN(c4ncccn4)CC3)c2c1=O | 101 | 2 | -25 | 98 | 14 | -5 | -2 | 105 | -4 | 1 | -2

Assay outcomes (PubChem)
